GSIS activator: GLuc luminescence reporter in INS-1E cells, primary screen for activators of glucose-dependent secretion of insulin; INS-1E GLuc reporter insulin secretion, 2-3 h; activation, % at 16.6 µM; 370,000 tested, 0.61% active; AID 743287;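 active = lowest replicate activation of at least 40%, so every replicate reaches that level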;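 also: 0% = median of neutral control wells and 100% = median of IBMX positive control wells; some compounds called inactive have numbers as strong as hits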
XiGFP reactiv: X-chromosome reactivation activator. XiGFP mouse fibroblasts, % GFP-positive cells imaging, 3 d; cells co-treated with 5-aza-dC sensitizer; scaled so ellipticine positive control = 100%. activation, % at 7.58 µM. 360,000 tested, 0.055% active;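 active = mean normalized replicate activation at least 10% and every replicate at or above 10%; inconclusive = only one of the two criteria met; inactive = mean below 10% and not all replicates reach 10%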;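 also: 0% = median of on-plate neutral control wells and 100% = ellipticine 6 µM median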
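Schedule: 3 d treatment, 15 min room-temperature fixation; system: 68-5-11 XiGFP fibroblast line; buffer or medium: DMEM plus 5-aza-dC sensitizer; control set: ellipticine 6 µM positive control; compound: one concentration, pinned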
DENV2 CPE rescue: protects cells from dengue virus 2 cytopathic effect. DENV2-infected cells, cytopathic effect rescue, plate reader. CPE inhibition, % at 9.99 µM. 350,000 tested, 1.7% active. AID 651640; in the data active = CPE inhibition above about 20%, passing the limit was not always enough; inconclusive = no clear call, values can overlap the other calls; tested in BHK-21 cells;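 also: 0% = median of neutral control wells and 100% = median of positive control wells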
RAD54 branch: blocks human RAD54 Holliday junction branch migration; 360,000 tested, 0.14% active; Q92698; AID 602329; inhibition, % at 10.4 µM; FAM/BHQ fluorescence;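 active = mean normalized replicate activity at least 40 and at least half of replicates scoring 40 or more; inconclusive = only one of the two criteria met; inactive = mean below 40 and under half of replicates reaching 40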;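 also: 0% = median of neutral control wells and 100% = median of positive control wells; inhibitors cause a drop in the FAM fluorescence signal; in these data hits start at about 50%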
E-sel inducer: induces E-selectin expression in human endothelial cells; P16581; HUVEC E-selectin immunofluorescence imaging; normalized: neutral wells 0, TNF-alpha wells 100; activation, % at 7.58 µM; 260,000 tested, 0.37% active; AID 686992;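 active = mean E-selectin-positive cell signal at least 10% of the positive control, reached in at least 60% of replicates, without over 20% cell loss; inconclusive = no rule given, readout overlaps actives, possibly toxicity-flagged; inactive = the rest, including those meeting only one limit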;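 also: in these data hits start at about 27%; measured in HUVEC primary endothelial cells; signal is the percent of cells scored E-selectin positive by PE staining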
Target sequence (P16581 whole entry, looked up): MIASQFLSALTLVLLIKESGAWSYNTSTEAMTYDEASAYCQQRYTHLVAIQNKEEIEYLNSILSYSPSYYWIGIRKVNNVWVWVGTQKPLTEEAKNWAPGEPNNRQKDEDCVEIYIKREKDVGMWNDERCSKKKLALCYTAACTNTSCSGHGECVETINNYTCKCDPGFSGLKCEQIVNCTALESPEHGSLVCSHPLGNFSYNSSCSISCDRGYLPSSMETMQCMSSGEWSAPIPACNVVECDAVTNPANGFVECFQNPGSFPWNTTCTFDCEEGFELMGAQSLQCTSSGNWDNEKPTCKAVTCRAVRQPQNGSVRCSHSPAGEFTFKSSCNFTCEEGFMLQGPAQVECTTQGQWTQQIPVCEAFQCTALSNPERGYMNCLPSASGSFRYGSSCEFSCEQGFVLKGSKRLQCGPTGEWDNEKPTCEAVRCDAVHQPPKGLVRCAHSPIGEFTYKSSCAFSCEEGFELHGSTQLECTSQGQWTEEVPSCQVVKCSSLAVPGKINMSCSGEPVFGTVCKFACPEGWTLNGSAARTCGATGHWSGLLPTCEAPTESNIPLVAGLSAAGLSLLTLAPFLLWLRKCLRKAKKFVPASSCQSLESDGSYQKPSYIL
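System: HUVEC, human umbilical vein endothelial cells; quantity: 3,000 cells/well; buffer or medium: EGM-2 medium, gelatin-coated wells; dosing: single-point compound dose; detection: immunofluorescence imaging; evaluation: % PE-positive cells; benchmarks: TNF-alpha, DMSO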
F508del corr: CFTR F508del correction in bronchial cells. CFBE cells, YFP halide quenching; stimulated with forskolin plus potentiator P3; % fluorescence drop versus neutral controls. activity (quench increase), % at 7.58 µM. 350,000 tested, 0.36% active. AID 720511;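 active = mean added fluorescence quench of at least 8% versus neutral control, with both replicates also reaching 8%; inconclusive = only one of the mean or replicate conditions met; inactive = mean below 8% and not both replicates reaching 8%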;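 also: cells transiently co-express mutant CFTR-F508del with the halide-sensitive YFP; corrector assay measuring rescue of mutant channel to the surface after 24 h compound exposure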
RAD52 inh: RAD52 (human) annealing inhibition | recombinant RAD52 DNA annealing, FRET fluorescence | inhibition, % at 18.7 µM | 360,000 tested, 0.46% active | AID 651710;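 active = every replicate showing at least 50% inhibition; inconclusive = mean inhibition at least 50% but not in every replicate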
Casp6 inh: inhibitors of human caspase-6 | P55212 | purified caspase-6, Z-VEID-R110 cleavage fluorescence | inhibition, % at 12.5 µM | 350,000 tested, 0.53% active | AID 686996;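 active = mean inhibition across replicates at least about 35%, with every replicate also reaching that limit, limit read from the data; inconclusive = only one of the two criteria met; inactive = neither criterion met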;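 also: 0% = median of neutral control wells and 100% = no fluorescence left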
Target sequence (P55212 24-179 limits assumed): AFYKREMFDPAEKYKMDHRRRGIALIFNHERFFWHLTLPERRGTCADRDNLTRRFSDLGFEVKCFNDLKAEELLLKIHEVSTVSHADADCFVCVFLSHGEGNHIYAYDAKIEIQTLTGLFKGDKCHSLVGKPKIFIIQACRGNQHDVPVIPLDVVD
Target sequence (P55212 194-293 limits assumed): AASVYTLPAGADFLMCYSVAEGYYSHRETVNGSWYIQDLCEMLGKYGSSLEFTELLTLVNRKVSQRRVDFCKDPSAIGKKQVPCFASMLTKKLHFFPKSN
The depositor's hits bear a star; ? = inconclusive; nt = no result given.

1	COC(=O)[C@]12C[C@H](CC(=O)N3CCN(C(=O)C4CC4)CC3)C(=O)N(Cc3ccccc3)C1=C[C@H](C1CCCC1)O[C@@H]2C
2	CCC(=O)Nc1ccc(C(=O)Cn2ncc(Cl)c(Cl)c2=O)cc1
3	Cc1ccccc1C1NC(=S)NC2=C1C(=O)CCC2 (centres undefined)
4	c1ccc2c(c1)OCC(CNCC1COc3ccccc3O1)O2 (centres undefined)
5	Cc1ccc(CC2C(=O)N(c3ncccn3)C(=O)C2C)cc1 (centres undefined)
6	Cc1cccc(N(C(=O)c2sc(C)nc2C)C(C(=O)NCC2CCCO2)c2ccccc2)c1 (centres undefined)
7	O=C(Nc1ccc(-c2ccc3nncn3n2)cc1)c1ccc(Br)o1
8	Nc1cnc(Nc2ccc(Br)cc2)nc1N
9	COC(=O)[C@@]12CCCCN1[C@H](c1ccc(-c3cccc(Cl)c3)cc1)[C@H]1C(=O)N(C)C(=O)[C@H]12
10	CC(C)NC(=O)N(C)C[C@H]1Oc2ccc(NS(C)(=O)=O)cc2C(=O)N([C@@H](C)CO)C[C@H]1C
compound no. | 1 | 2 | 3 | 4 | 5 | 6 | 7 | 8 | 9 | 10
GSIS activator | -32 | 5 | -5 | -5 | 10 | -3 | 19 | -7 | nt | 3
XiGFP reactiv | 0.0 | 1.9 | 0.0 | 0.0 | 0.0 | 0.3 | 0.3 | 0.2 | -0.1 | 0.3
DENV2 CPE rescue | 17 | -4 | 10 | -4 | 4 | 0 | 5 | 1 | -1 | 12
RAD54 branch | nt | 5 | 1 | -8 | 3 | 3 | nt | -2 | 8 | -3
E-sel inducer | 0.0 | -0.1 | nt | nt | -0.4 | nt | -0.3 | nt | -0.1 | 0.2
F508del corr | 1.5 | -9.5 | 1.1 | 0.8 | -2.7 | -0.3 | -0.4 | -0.1 | 4.9 | -2.9
RAD52 inh | -26 | -13 | -5 | -10 | -5 | -4 | -22 | 0 | -6 | -1
Casp6 inh | 3 | -4 | -4 | -2 | 0 | 3 | -1 | 6 | -9 | -3

Three entries from above, as a markdown table:
| item | Compound | GSIS activator | XiGFP reactiv | DENV2 CPE rescue | RAD54 branch | E-sel inducer | F508del corr | RAD52 inh | Casp6 inh |
| --- | --- | --- | --- | --- | --- | --- | --- | --- | --- |
| 2 | CCC(=O)Nc1ccc(C(=O)Cn2ncc(Cl)c(Cl)c2=O)cc1 | 5 | 1.9 | -4 | 5 | -0.1 | -9.5 | -13 | -4 |
| 9 | COC(=O)[C@@]12CCCCN1[C@H](c1ccc(-c3cccc(Cl)c3)cc1)[C@H]1C(=O)N(C)C(=O)[C@H]12 | nt | -0.1 | -1 | 8 | -0.1 | 4.9 | -6 | -9 |
| 10 | CC(C)NC(=O)N(C)C[C@H]1Oc2ccc(NS(C)(=O)=O)cc2C(=O)N([C@@H](C)CO)C[C@H]1C | 3 | 0.3 | 12 | -3 | 0.2 | -2.9 | -1 | -3 |

Next section.
11	Cc1ccc(-c2nc(CS(=O)CC(=O)NC3CCCC(C)C3C)c(C)o2)cc1 (centres undefined)
12	Cc1ccc(C(=O)COC(=O)COc2ccccc2O)cc1C
13	CCS(=O)(=O)NCC[C@H]1CC[C@H](NC(=O)Nc2ccccc2)[C@@H](CO)O1
14	NC(=O)/C(=C\c1ccccc1)NC(=O)/C=C/c1ccccc1
15	CCCCCCCCN1[C@@H](CC(=O)OC)c2cc(C(F)(F)F)ccc2S1(=O)=O
16	Cc1ccc(CN2CC(N3CCC(Cc4ccccc4)CC3)CS2(=O)=O)cc1 (centres undefined)
17	COc1c(S(=O)(=O)N2CCN(C)CC2)ccc(Cl)c1Cl
18	CCn1c(SCC(=O)N/N=C/c2ccccc2OCC(=O)O)nnc1-c1ccc(C)cc1
19	C=CCSc1cc(C)nc2c(-c3ccc(Cl)cc3)c(C)nn12
20	CCNS(=O)(=O)c1ccc(CCC(=O)Nc2ccc3c(c2)OCCO3)cc1
compound no. | 11 | 12 | 13 | 14 | 15 | 16 | 17 | 18 | 19 | 20
GSIS activator | -12 | 1 | 7 | 17 | -39 | -26 | nt | 26 | nt | 4
XiGFP reactiv | 0.0 | -0.1 | -0.2 | 0.2 | 0.0 | -0.1 | 0.0 | 0.1 | nt | 0.3
DENV2 CPE rescue | -5 | 15 | nt | nt | ? | -9 | -4 | 5 | 2 | 1
RAD54 branch | -3 | 4 | -3 | -12 | 1 | -9 | -4 | 7 | -1 | -8
E-sel inducer | nt | nt | -0.3 | -0.2 | -0.2 | 0.1 | 0.0 | -0.1 | nt | nt
F508del corr | -1.3 | 1.7 | 1.2 | nt | -1.1 | 0.8 | 0.2 | -1.9 | -0.3 | 0.4
RAD52 inh | -7 | -4 | -3 | nt | -7 | -6 | -2 | -14 | -2 | 3
Casp6 inh | 0 | 5 | -7 | nt | 4 | 1 | -3 | 18 | -3 | -3

21	C[C@@H]1CCCCO[C@H](CN(C)C(=O)Nc2ccccc2)[C@H](C)CN([C@H](C)CO)C(=O)c2cc(NS(=O)(=O)c3cccs3)ccc2O1
22	COc1cc(F)ccc1-c1csc(C(C)(O)c2ccccc2)n1 (centres undefined)
23	Cn1cc(/C=C(\NC(=O)c2ccccc2Cl)C(=O)N2CCOCC2)c2ccccc21
24	C[C@H](CO)N1C[C@H](C)[C@@H](CN(C)Cc2ccc3c(c2)OCO3)Oc2ccc(NC(=O)Nc3ccccc3)cc2C1=O
25	O=C(NCc1ccccc1)C1CCCN(c2nc3ccsc3c(=O)s2)C1 (centres undefined)
26	COc1ccc(NC(=O)N(C)C[C@@H]2Oc3ncc(-c4cccc(F)c4)cc3C(=O)N([C@H](C)CO)C[C@@H]2C)cc1
27	Cc1ccccc1S(=O)(=O)NC(=O)C1(C)CCN1C(=O)Cc1cc(F)ccc1F (centres undefined)
28	CCCC(=O)Nc1nnc(-c2ccc3c(c2)OCO3)s1
29	CCOC(=O)C1CCCN(Cc2nc(C3CC3)no2)C1 (centres undefined)
30	C=CCN(C(=O)c1csnn1)C(C(=O)NCc1ccc(F)cc1)c1ccccc1F (centres undefined)
compound no. | 21 | 22 | 23 | 24 | 25 | 26 | 27 | 28 | 29 | 30
GSIS activator | -8 | nt | 25 | 5 | 15 | -21 | 8 | -3 | 0 | -11
XiGFP reactiv | 0.1 | 0.0 | 0.1 | 0.0 | 0.0 | -1.4 | 0.0 | 0.0 | 0.0 | 0.0
DENV2 CPE rescue | 8 | 2 | 2 | ? | 11 | 4 | 19 | 1 | 18 | -3
RAD54 branch | -3 | 4 | -1 | -10 | nt | 2 | 17 | -4 | -22 | -3
E-sel inducer | nt | nt | nt | 2.7 | nt | 0.8 | -0.1 | 1.7 | -0.1 | 0.3
F508del corr | -0.4 | 1.6 | 0.9 | -0.8 | -1.0 | 1.8 | -2.8 | 1.3 | -0.2 | 0.9
RAD52 inh | 31 | 0 | -17 | 8 | 2 | 4 | -11 | -13 | -12 | -1
Casp6 inh | -2 | 1 | 1 | 1 | -5 | 3 | -2 | 0 | 1 | 0

Whole records, looked up by structure. Order of screens: GSIS activator	XiGFP reactiv	DENV2 CPE rescue	RAD54 branch	E-sel inducer	F508del corr	RAD52 inh	Casp6 inh
Cc1ccccc1S(=O)(=O)NC(=O)C1(C)CCN1C(=O)Cc1cc(F)ccc1F (centres undefined) is listed as 8	0.0	19	17	-0.1	-2.8	-11	-2
O=C(NCc1ccccc1)C1CCCN(c2nc3ccsc3c(=O)s2)C1 (centres undefined) is listed as 15	0.0	11	nt	nt	-1.0	2	-5

(continued)
31	COCCNC(=S)NNc1ccccc1[N+](=O)[O-]
32	CC(=NNC(N)=O)C1=C(O)C(C(C)C)NC1=O (centres undefined)
33	CC1CN(c2ccc([N+](=O)[O-])nc2)CC(C)O1 (centres undefined)
34	O=C(O)Cn1c2c(c3ccccc31)CSc1ccc(Cl)cc1-2
35	COc1c(C)cc(Br)cc1C(=O)Nc1ccc(C)cc1[N+](=O)[O-]
36	O=C(NCC1CC1)[C@H]1[C@H](CO)[C@H]2Cn3c(ccc(/C=C/c4ccccc4)c3=O)[C@@H]1N2C(=O)C1CCC1
37	Cc1ccccc1OCCN1CCCC1
38	CCO[C@H]1OC(C(N)=O)=C[C@@H](c2ccccc2)[C@@H]1CCCO
39	C[C@H]1CN([C@@H](C)CO)C(=O)c2cc(-c3ccccc3F)cnc2O[C@@H]1CN(C)C(=O)c1ccccn1
40	O=C(CCS(=O)(=O)Cc1ccc(Cl)cc1)NCCc1ccccc1
compound no. | 31 | 32 | 33 | 34 | 35 | 36 | 37 | 38 | 39 | 40
GSIS activator | 0 | nt | 11 | -2 | 14 | -7 | 3 | 26 | 1 | 8
XiGFP reactiv | 0.0 | 0.0 | 0.3 | 0.0 | 0.1 | 0.6 | 0.0 | -0.1 | -1.3 | 0.2
DENV2 CPE rescue | 1 | ? | 1 | -3 | nt | 1 | 4 | 7 | 15 | 6
RAD54 branch | nt | nt | nt | -1 | -2 | 1 | 5 | -3 | 10 | -2
E-sel inducer | nt | -0.3 | nt | 0.1 | 1.9 | 0.4 | 0.0 | 3.8 | -0.2 | -0.2
F508del corr | -2.0 | 0.9 | -0.8 | 2.5 | nt | nt | 2.0 | -4.4 | -2.8 | 1.1
RAD52 inh | -13 | -14 | -12 | -25 | nt | 16 | -4 | -7 | 3 | -9
Casp6 inh | 3 | 2 | -3 | 26 | nt | -1 | -21 | -2 | -1 | -2

41	COc1ccccc1CNC(=O)CCN=C1NS(=O)(=O)c2ccccc21
42	Cn1cc(C(=O)NC2CCCCC2)c(=O)c2cc(S(=O)(=O)N3CCCC3)ccc21
43	COc1ccc(CCn2c(N)c(C(=O)NCc3ccco3)c3nc4ccccc4nc32)cc1
44	C[C@H]1CCCCO[C@@H](CN(C)C(=O)CCC(F)(F)F)[C@@H](C)CN([C@@H](C)CO)C(=O)c2cc(N(C)C)ccc2O1
compound no. | 41 | 42 | 43 | 44
GSIS activator | nt | 10 | 2 | 0
XiGFP reactiv | 0.5 | nt | 0.4 | -0.7
DENV2 CPE rescue | -1 | nt | -2 | 0
RAD54 branch | -4 | -3 | nt | -8
E-sel inducer | -0.7 | nt | nt | 0.0
F508del corr | -0.1 | nt | 6.9 | 2.7
RAD52 inh | -13 | -5 | -31 | 10
Casp6 inh | -2 | -1 | -4 | 1

Compound activity deposited in PubChem by Broad Institute.
